KKLEB cytotox: cytotoxicity in KKLEB CF airway cells, primary screen, cytotoxicity control for CF NF-kB inhibitor project, cell-based, uHTS, fluorescence assay plates; KKLEB CF airway cells viability, ATPlite luminescence, overnight; hits give low values; cells stimulated with P. aeruginosa culture filtrate; activity change (cytotoxicity), % at 5 µM; 360,000 tested, 0.36% active;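 active = corrected activity change at or below -50% at 5 µM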
C8 TRAIL sens: viability loss with TRAIL in NB7+C8 cells, primary screen, TRAIL sensitizer project, cell-based, ATPlite luminescence | inhibition (viability loss, TRAIL sensitization), % at 10 µM | 360,000 tested, 1% active;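 active = compounds causing at least 50% loss of cell viability in the single-dose screen, relative to plate controls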
Peg3 prom inh: Peg3 promoter-driven luciferase inhibitors, primary screen, cell-based, HeLa, luciferase luminescence. 360,000 tested, 1.7% active. HeLa PEG-Prom luciferase reporter, overnight. inhibition, % at 20 µM;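 active = inhibition of at least 50% at 20 µM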
NR2E3 ag-1: inhibitors of NR2E3-RetCOR corepressor binding, primary screen, NR2E3 agonist project, biochemical, TR-FRET, GST-NR2E3, biotin-RetCOR | 320,000 tested, 0.12% active | Photoreceptor-specific nuclear receptor (Homo sapiens), Q9Y5X4 | inhibition of corepressor binding, % at 4.78 µM | 1536-well | AID 2300, 2010;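 active = percent inhibition above the cutoff of mean plus 3 SD of all tested compounds, set per screening campaign, cut at about 20% in these data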;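 also: 0% = DMSO wells and 100% = biotin wells as full block of FRET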
Target sequence (Q9Y5X4 whole entry, looked up): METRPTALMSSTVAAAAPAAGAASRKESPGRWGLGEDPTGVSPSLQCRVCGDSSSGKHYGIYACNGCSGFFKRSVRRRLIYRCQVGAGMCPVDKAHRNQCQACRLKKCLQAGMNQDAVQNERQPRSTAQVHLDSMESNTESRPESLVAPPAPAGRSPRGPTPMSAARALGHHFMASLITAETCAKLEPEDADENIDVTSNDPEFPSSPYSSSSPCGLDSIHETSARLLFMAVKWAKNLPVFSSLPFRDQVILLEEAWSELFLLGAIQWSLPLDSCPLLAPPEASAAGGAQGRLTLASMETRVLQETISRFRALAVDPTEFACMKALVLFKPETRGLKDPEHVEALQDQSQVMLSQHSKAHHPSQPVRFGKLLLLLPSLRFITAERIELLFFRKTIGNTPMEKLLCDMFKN
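Material – GST-tagged NR2E3 plus biotinylated RetCOR corepressor · Quantity – NR2E3 fusion 1.35 nM · Times – 5 h incubation at 4 °C · Medium – pH 7.5 Tris-based buffer · Technique – TR-FRET, Eu(K)-anti-GST donor, streptavidin-D2 acceptor, ex 340, em 617/671 nm · Benchmarks – high control biotin, low control 0.6% DMSO · Format – 1536-well plates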
HIF-2a inh: HIF-2a reporter inhibitors, primary screen, luminescence, 786-0 RCC cells; inhibition, % at 18.8 µM; 786-0 RCC cells HIF-2a reporter, luciferase luminescence, overnight; AID 624352, 2012; 360,000 tested, 0.72% active;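 active = inhibition of the luminescence signal of 40% or more relative to plate controls, in a single-dose primary screen at 18.75 µM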
Shn3 3UTR inh: reduction of Shn3 3'UTR firefly luciferase signal, primary screen, Schnurri-3 inhibitor project, cell-based, Clone20 osteoblasts, set 2; Clone20 osteoblast Shn3 3'UTR firefly luciferase, 24 h; inhibition, % at 12.5 µM; 360,000 tested, 0.52% active; AID 588674, 2011;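 active = mean inhibition of at least 75% with every replicate also reaching 75%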;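 also: 0% = median of neutral control wells and 100% = pilot-screen positive control compound; some compounds past the cut are filed as inactive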
CF NFkB block: inhibitors of PAF-induced NF-kB signaling, primary screen, cell-based, GFP fluorescence, uHTS; AID 588850, 2011; KKLEB NF-kB-GFP reporter, GFP fluorescence overnight; inhibition, % at 5 µM; 360,000 tested, 0.86% active;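 active = at least 50% inhibition at 5 µM, scaled per plate between neutral and stimulator controls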;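 also: PAF is a Pseudomonas aeruginosa culture filtrate used as stimulus; plate controls were PAF-stimulated DMSO wells for no effect and unstimulated DMSO wells for full effect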
MITF TRPM1 inh: inhibitors of MITF-dependent TRPM1 promoter reporter, primary screen, cell-based, SK-MEL-5, single point, luciferase. SK-MEL-5 TRPM1 promoter luciferase, 24 h. inhibition, % at 12.5 µM. 330,000 tested, 0.83% active. AID 488899, 2010;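 active = mean inhibition across replicates of 60% or more, whatever share of single replicates reaches that level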; also: values of inactives mirror those of a sister screen read the other way
TROY signal inh: inhibitors of TROY-driven NF-kB signaling, primary screen, Q293 LMP1-TROYcd cells, NF-kB luciferase, uHTS; Q293 LMP1-TROYcd NF-kB luciferase reporter, 4 h; inhibition, % at 10 µM; 360,000 tested, 0.98% active;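 active = compounds whose plate-normalised and pattern-corrected inhibition of the luciferase reporter signal at the single screening dose is 50% or more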
NR2E3 ag-2: NR2E3 agonists in two-hybrid cells, primary screen, cell-based, luminescence, CHO-S, Gal4-NCOR/VP16-NR2E3 | Photoreceptor-specific nuclear receptor (Homo sapiens), Q9Y5X4 | luciferase | 360,000 tested, 0.35% active | inhibition of corepressor binding, % at 3.98 µM | AID 602229, 2012;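 active = inhibition above the mean of all tested compounds plus 3 SD, cut at about 70% in these data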;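 also: 0% = DMSO with NR2E3 transfected cells and 100% = cells lacking NR2E3 construct; higher means lower luciferase signal from less NR2E3 corepressor binding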
TWEAK-Fn14 inh: inhibitors of TWEAK-Fn14 signaling, primary screen, luciferase reporter cells, uHTS | inhibition, % at 10 µM | TWEAK-stimulated Fn14 reporter cells, luciferase luminescence, 8 h | 360,000 tested, 2% active; in the data active = inhibition above about 50%
Active calls of the source: *; · = no result given. The list is partial. The share of hits here may be higher or lower than overall.

SMILES	KKLEB cytotox	C8 TRAIL sens	Peg3 prom inh	NR2E3 ag-1	HIF-2a inh	Shn3 3UTR inh	CF NFkB block	MITF TRPM1 inh	TROY signal inh	NR2E3 ag-2	TWEAK-Fn14 inh
Cn1c(SC2CCCCC2=O)nnc1-c1ccccc1F (stereo not drawn)	1	-1	-14	4	-44	-9	2	-9	-1	-38	-6
CN(CC(=O)Nc1ccc(F)c(F)c1F)C(=O)C1CSC2(C)CCC(=O)N12 (stereo not drawn)	20	-2	1	4	15	71	-28	-3	12	-17	1
COc1ccc(NC(=O)c2sc3nc(Cc4ccccc4)cc(C(F)(F)F)c3c2N)cc1OC	-5	-2	-78	0	14	16	-2	15	-3	-9	9
O=C(Nc1cccc(Cl)c1)N(Cc1nc2ccccc2c(=O)[nH]1)Cc1cccs1	0	21	41	-3	20	9	-51	7	-11	-19	12
CC1CN(C)CCC1OC(=O)c1ccccc1 (stereo not drawn)	-4	0	4	·	10	-44	18	3	9	-6	8
COCCN1C(=O)N[C@@H](c2cccs2)C(C(C)=O)=C1C	20	-13	17	1	10	-3	-40	-5	-15	6	-10
Cc1cnn(C(=O)c2oc3ccccc3c2C)c1	-9	-6	6	1	13	-13	2	-9	-1	-7	-3
CC(=O)Oc1ccccc1Cn1c(C)c(C(=O)NCc2ccc(Cl)c(Cl)c2)sc1=O	-1	-4	24	·	4	21	-8	·	44	28	29
CC(C)n1cc(NC(=O)C2CC(c3cccc(Br)c3)=NO2)cn1 (stereo not drawn)	2	-2	17	-1	15	6	4	17	2	15	18
C=CCn1cc(C(=O)NCCCN(CC)CC)c(=O)c2cc(S(=O)(=O)N3CCC(C)CC3)ccc21	1	0	-13	2	4	15	-4	-8	-16	-19	6
COc1ccc(-n2nc(C(=O)O)c3ccccc3c2=O)c(OC)c1	-3	-16	2	2	-6	-25	18	-3	0	-12	9
CNC(=O)CSc1cn(CC(=O)N(C(C)C)C(C)C)c2ccccc12	-2	-21	3	0	15	-16	-23	5	8	1	4
O=C(Nc1nnc(-c2ccc(Br)cc2)o1)C1=COCCO1	4	-13	-27	-4	-36	-14	1	-11	6	-27	-6
Fc1ccc(-c2nnc(CSc3nnc4ccccn34)o2)cc1	-2	1	-84	-3	-100	-17	5	-25	-33	-6	-12
c1ccc(-c2nn3c(-c4ccccc4)nnc3s2)cc1	10	-19	-27	1	-52	8	-25	6	-1	3	-15
CC(C)c1ccc(SCc2noc(C(=O)NCC3CCCO3)c2C(=O)O)cc1 (stereo not drawn)	2	-7	-3	-1	7	-73	0	·	-17	18	16
CN(C)/C=C(/C(=O)c1ccccc1Cl)S(C)(=O)=O	6	-3	17	·	13	-19	8	4	-9	4	8
COc1ccc(C2CC(C)(c3ccc(OC)cc3)Nc3ccccc3N2)cc1 (stereo not drawn)	0	3	13	-1	-114	-2	1	-1	-25	-103	33
COc1ccc(Nc2c3c(nc4ccc(C)cc24)CCC3)cc1	1	19	26	-1	19	65	-4	18	-10	-28	-2
COc1cc(NC(=O)CCN2C(=O)NC3(CCCC3)C2=O)c(OC)cc1Cl	15	4	8	1	12	-8	14	15	6	-1	15
O=C(CCCSc1nc2ccccc2[nH]1)Nc1ccccc1	-6	13	14	5	-5	-6	23	-10	4	9	13
Cc1ccc(C(=O)OCC(=O)NCc2ccco2)cc1	1	3	-12	1	-4	4	0	-10	-10	-9	-7
CC1C(=O)OC2C1CCC1(C)C3(C)C(=O)C=CC213 (stereo not drawn)	12	3	6	·	9	-20	0	·	-2	-5	23
CSc1ccc(C2=CC(=O)C[C@H](c3ccc(Cl)cc3)C2)cc1	18	1	-10	3	-25	4	-3	-3	-20	-8	-16
COC(=O)COc1ccc(S(=O)(=O)NCc2ccncc2)cc1	10	1	11	3	9	46	-6	24	33	-21	19

Exported with values under each structure: entries from further up.
Each structure is followed by: KKLEB cytotox | C8 TRAIL sens | Peg3 prom inh | NR2E3 ag-1 | HIF-2a inh | Shn3 3UTR inh | CF NFkB block | MITF TRPM1 inh | TROY signal inh | NR2E3 ag-2 | TWEAK-Fn14 inh
> O=C(Nc1nnc(-c2ccc(Br)cc2)o1)C1=COCCO1
    4 | -13 | -27 | -4 | -36 | -14 | 1 | -11 | 6 | -27 | -6
> Fc1ccc(-c2nnc(CSc3nnc4ccccn34)o2)cc1
    -2 | 1 | -84 | -3 | -100 | -17 | 5 | -25 | -33 | -6 | -12
> c1ccc(-c2nn3c(-c4ccccc4)nnc3s2)cc1
    10 | -19 | -27 | 1 | -52 | 8 | -25 | 6 | -1 | 3 | -15
> CC(C)c1ccc(SCc2noc(C(=O)NCC3CCCO3)c2C(=O)O)cc1 (stereo not drawn)
    2 | -7 | -3 | -1 | 7 | -73 | 0 | · | -17 | 18 | 16
> CN(C)/C=C(/C(=O)c1ccccc1Cl)S(C)(=O)=O
    6 | -3 | 17 | · | 13 | -19 | 8 | 4 | -9 | 4 | 8
> COc1ccc(C2CC(C)(c3ccc(OC)cc3)Nc3ccccc3N2)cc1 (stereo not drawn)
    0 | 3 | 13 | -1 | -114 | -2 | 1 | -1 | -25 | -103 | 33

Additional structures follow:
SMILES	KKLEB cytotox	C8 TRAIL sens	Peg3 prom inh	NR2E3 ag-1	HIF-2a inh	Shn3 3UTR inh	CF NFkB block	MITF TRPM1 inh	TROY signal inh	NR2E3 ag-2	TWEAK-Fn14 inh
Cc1ccc(S(=O)(=O)N2CCC(C(=O)NNC(=O)c3ccccc3O)CC2)cc1	3	-8	-40	-4	4	12	-9	5	-12	9	9
OCCOCCn1c(C2CCCN2c2nc(-c3ccc(F)cc3)cs2)nc2cc(C(F)(F)F)ccc21 (stereo not drawn)	-6	-3	15	-2	9	-7	-8	16	9	14	4
O=C(NC(=S)Nc1ccccc1C(=O)O)c1cncc(Br)c1	-10	-2	1	-1	0	-11	-7	-4	21	-12	12
CCOC(=O)c1cccc(NC(=O)CSc2nc3ccccc3c(=O)n2CC)c1	-12	-4	9	0	20	14	8	-4	14	-11	3
Cc1ccc(-c2csc3ncn(Cc4ccc(C(=O)O)cc4)c(=O)c23)cc1C	-20	0	11	2	17	38	-2	11	7	3	2
CC(=O)N1c2ccc(S(=O)(=O)NCCC(=O)NCCc3cccc(C)c3)cc2CC1C (stereo not drawn)	-15	9	9	4	7	11	8	9	-1	-10	-2
COc1ccc(C(=O)NCC(=O)NCC(=O)OCc2ccc(Br)cc2)cc1	-2	3	14	1	-1	-33	5	2	0	-30	-4
Cc1ccc(-c2csc(NC(=O)Cc3cccs3)n2)cc1C	8	4	-93	-1	-122	-17	-15	-37	-22	-78	-20
NC(c1csc(NC(=O)Nc2ccccc2Oc2ccccc2)n1)c1ccccc1Cl (stereo not drawn)	-16	29	58*	·	24	15	14	·	9	-1	42
O=C(Nc1cnc2ccccc2c1)c1cccc(-n2cnnn2)c1	-6	8	-186	-2	-185	-81	-9	-22	-45	-88	8
NC(=O)c1ccccc1OCC(=O)Nc1ccc2c(c1)CCC2	5	25	-213	5	-245	-19	-21	-87	-47	-50	-15
COCCNC(=O)C1(C)Cc2c(-c3ccc(NC(C)=O)cc3)ccnc2O1 (stereo not drawn)	3	4	3	·	5	-1	9	·	-2	-7	-11
COc1ccccc1C(=O)CSc1nccn1C	0	6	-50	0	-83	-26	-18	-33	-10	-13	13
C/C(=N/NS(=O)(=O)c1ccc(C)cc1C)c1ccc2c(c1)OCO2	-21	-10	9	-1	9	-12	-10	17	2	9	-6
CCCCN(C(=O)C1=COCCO1)c1c(N)n(CCC)c(=O)[nH]c1=O	-3	-12	-17	2	4	0	9	-3	-10	-2	-9
O=C(NC1CCCCCC1)C1c2ccccc2C(=O)N1CCCN1CCOCC1 (stereo not drawn)	3	2	7	1	8	-10	6	-13	-3	-1	15
Cc1cccc(-n2cc(C#N)c(=O)[nH]c2=O)n1	-6	-7	-11	4	15	-9	11	-1	-10	-13	15
CCOC(=O)c1c(N)sc(C(O)(C(F)(F)F)C(F)(F)F)c1-c1ccc(F)cc1	-9	-2	20	0	18	9	0	5	1	-17	16
Cc1ccc2c(c1)/C(=C/c1ccc(F)cc1)C(=O)N2	9	-16	27	-2	25	-19	-5	12	21	-23	24
CCC(=O)c1ccc(OCc2ccccc2)c(OC)c1	6	19	-266	-1	-182	-93	-15	-76	-52	-89	-12
Cc1ccc(NC(=S)NNC(=O)c2nnn(-c3ccccc3)c2C)cc1	-3	-11	-52	0	-46	-55	0	-3	-27	-44	-13
Cc1cc(C)c(C)c(S(=O)(=O)N2CCN(C(=O)c3ccncc3)CC2)c1C	-14	-21	5	2	10	-1	12	-9	4	-6	-3
N#CC(C(=O)Nc1ccccc1)=C1CCCCC1	5	-4	-32	1	-98	-17	-17	-1	-28	-17	-2
CSc1sc(C(=O)NN)c2c1C(O)CCC2 (stereo not drawn)	12	-8	9	-1	19	19	-6	-4	9	-26	7

Some of these compounds in order of their number in Shn3 3UTR inh, smallest number first.
Molecule	Shn3 3UTR inh
Cc1ccc(NC(=S)NNC(=O)c2nnn(-c3ccccc3)c2C)cc1	-55
Cc1ccc2c(c1)/C(=C/c1ccc(F)cc1)C(=O)N2	-19
COc1ccc(C2CC(C)(c3ccc(OC)cc3)Nc3ccccc3N2)cc1 (stereo not drawn)	-2
Cc1ccc(S(=O)(=O)N2CCC(C(=O)NNC(=O)c3ccccc3O)CC2)cc1	12
COC(=O)COc1ccc(S(=O)(=O)NCc2ccncc2)cc1	46

High-throughput results (PubChem BioAssay)
